SW480 rerep – inducers of DNA re-replication in SW480 colon cancer cells | SW480 DNA re-replication, Hoechst DNA content imaging, 48 h | 340,000 tested, 1.8% active | Potency, µM (titrated, usually from 46.1 µM), for inactives: top-dose re-replication activation, actives largely listed as activators | AID 624297; further: potency means the concentration at half of the fitted maximal effect; % of control where 0% means no effect; nearly all actives have a fitted effect of over 55% in size
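Hoechst fluorescence of nuclei (405 nm excitation, 500-530 nm emission) measured by plate-scanning imager after 48 hr compound exposure at 37 C; re-replication scored as increased number of nuclei with elevated intensity.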
HT1080-NT tox – kills 2HG-producing HT-1080-NT fibrosarcoma cells. 360,000 tested, 1.6% active. HT-1080-NT fibrosarcoma viability, CellTiter-Glo ATP luminescence, 48 h. Potency, µM (top dose mostly 46.1 µM), inactives show at the highest dose activity, negative = less viability, usual class: cytotoxic;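 further: NT is the 2HG producing partner of a matched IDH1 knockdown line; potency means the concentration at half of the fitted maximal effect; 0% = DMSO-treated cells and -100% = media-only wells without cells; nearly all actives have a fitted effect of over 55% in size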
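A 48-hour cytotoxicity screen used HT-1080-NT cells plated 2 hours before compound delivery. ATP-based CellTiter-Glo luminescence measured viability, normalized to DMSO and no-cell controls.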
KB-3-1 tox – kills parental KB-3-1 adenocarcinoma cells; KB-3-1 viability, CellTiter-Glo ATP luminescence, 72 h; Potency, µM (top dose mostly 46.1 µM), for inactives: at the top dose activity change, negative = cytotoxic, usual class: cytotoxic; 400,000 tested, 1.4% active; further: potency means the concentration at half of the fitted maximal effect; on the % scale 0 is the no-effect control and ±100 the full control effect; nearly all actives have a fitted effect of over 60% in size
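Cytotoxicity in the drug-sensitive parental line KB-3-1 was scored as loss of CellTiter-Glo luminescence following 72 h incubation with compound. Values come from curve fitting of normalized concentration-response data.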
GLP-1R agonist – GLP-1 receptor (human) agonism; P43220; HEK293 GLP-1R CRE-luciferase, luminescence, 4-6 h; cells express a hypersensitive GLP-1R form; Potency, µM (doses to about 45.6 µM), without a hit: top-dose activation, usual class: activators; 380,000 tested, 0.007% active; further: potency means the concentration at half of the fitted maximal effect; % of control where 0% means no effect
Target sequence (P43220 whole entry, looked up): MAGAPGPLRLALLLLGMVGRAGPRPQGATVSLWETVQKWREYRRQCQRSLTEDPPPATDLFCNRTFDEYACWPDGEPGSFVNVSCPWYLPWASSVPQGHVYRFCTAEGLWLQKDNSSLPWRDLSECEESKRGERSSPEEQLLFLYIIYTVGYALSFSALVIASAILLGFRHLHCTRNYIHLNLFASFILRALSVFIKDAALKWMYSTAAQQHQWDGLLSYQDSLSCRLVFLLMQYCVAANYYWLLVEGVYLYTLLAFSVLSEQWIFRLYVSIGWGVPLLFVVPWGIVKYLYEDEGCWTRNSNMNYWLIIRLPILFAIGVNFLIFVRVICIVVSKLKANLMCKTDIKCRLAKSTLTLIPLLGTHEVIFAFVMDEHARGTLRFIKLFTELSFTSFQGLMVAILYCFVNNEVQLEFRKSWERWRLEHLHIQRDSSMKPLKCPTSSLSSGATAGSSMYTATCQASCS
IL-1B inflam inh – inhibitors of inflammasome signaling (IL-1 beta secretion). AID 743279. 360,000 tested, 4.7% active. THP-1 LPS/ATP IL-1B secretion, AlphaLISA, 16 h; stronger effect = lower value. activity change, % at 57.5 µM; in the data active means activity change below about -50%; inconclusive means mostly about -30% to -49%; further: on the % scale 0 is the no-effect control and ±100 the full control effect
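THP-1 cells pretreated 1 hr with compounds (up to 57.5 uM final), then stimulated with LPS (250 ng/mL final) plus ATP (1.25 mM final); secreted IL-1B measured by AlphaLISA after 16 hr, decreased signal indicating inhibition.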
KB-V1 MDR tox – kills drug-selected multidrug resistant KB-V1 cells; KB-V1 MDR cells viability, CellTiter-Glo, 72 h; Potency, µM (titrated, usually from 46.1 µM), without a hit: top-dose activity change, negative = cytotoxicity, most hits filed as cytotoxic; 400,000 tested, 3.4% active; further: potency means the concentration at half of the fitted maximal effect; on the % scale 0 is the no-effect control and ±100 the full control effect; nearly all actives have a fitted effect of over 60% in size
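Cells of the MDR subline KB-V1 are plated, dosed with compound at multiple concentrations, and incubated 72 h at 37 degrees C; CellTiter-Glo is then added and luminescence read after 10 min.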
HT1080 IDH1KD tx – toxicity to HT-1080 IDH1 knockdown cells (counter line). 360,000 tested, 2% active. HT-1080 IDH1 knockdown viability, ATP luminescence, 48 h. Potency, µM (series often up to 46.1 µM), for inactives: at the highest dose activity, negative = toxicity, hits mostly cytotoxic;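 further: potency means the concentration at half of the fitted maximal effect; 0% = DMSO wells and -100% = cell-free medium wells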
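Cytotoxicity counter-line: IDH1KD HT-1080, 48 h, CellTiter-Glo. Curves classed by r2, magnitude and activity.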
D3 ag – agonists of human D3 dopamine receptor; P35462; D3R DiscoveRx beta-arrestin cells, luminescence, 90 min; max activation, %; 410,000 tested, 0.58% active; in the data active means max activation above about 30%; further: 0% is about no effect; mostly tested at two doses, the higher about 12 µM
Target sequence (P35462 whole entry, looked up): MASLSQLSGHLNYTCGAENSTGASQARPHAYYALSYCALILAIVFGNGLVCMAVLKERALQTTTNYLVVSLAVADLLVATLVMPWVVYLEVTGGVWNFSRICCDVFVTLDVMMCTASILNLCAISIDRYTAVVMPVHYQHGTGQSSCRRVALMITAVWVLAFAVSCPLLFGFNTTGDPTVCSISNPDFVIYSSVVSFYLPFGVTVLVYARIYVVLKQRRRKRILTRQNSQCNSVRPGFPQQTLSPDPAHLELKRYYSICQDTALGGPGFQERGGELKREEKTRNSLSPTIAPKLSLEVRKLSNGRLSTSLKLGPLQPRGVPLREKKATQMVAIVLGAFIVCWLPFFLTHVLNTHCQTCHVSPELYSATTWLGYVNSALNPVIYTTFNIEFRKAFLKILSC
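Agonist mode: compounds and dopamine controls were applied to plated cells for 90 min at 37 degrees C after an overnight attachment at 1500 cells/well. Luminescent read-out followed 30 - 60 minutes at room temperature with DiscoveRx detection reagent.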
D3 antag – D3 dopamine receptor (human) antagonism; D3R cells, DiscoveRx beta-arrestin luminescence, antagonist mode; stronger effect = lower value; AID 652054; P35462; max response, negative = inhibition, %; 360,000 tested, 2.5% active; in the data active means max response below about -50%; inconclusive means no clear call, values can overlap the other calls; further: on the % scale 0 is the no-effect control and ±100 the full control effect; mostly tested at two doses, the higher about 12 µM
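Cells expressing the human receptor were seeded at 1500 cells/well, incubated overnight at 37 degrees C in 5% CO2, then exposed to library compounds with dopamine controls for 90 minutes at 37 degrees C before luminescent detection.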
Starred values were filed as active, the others as inactive; ? = inconclusive; . = no result given; & = joins results of further samples; [ ] = remark or other dose. Unless noted, the call rests on the fitted dose curve; in most records, active means well fitted curve in the direction sought with a large enough effect; inconclusive means small, poorly fitted or top-dose-only effect, or another doubt; inactive means no such curve, though single readings can be large; an effect the other way counts as inactive or inconclusive.

SMILES	SW480 rerep	HT1080-NT tox	KB-3-1 tox	GLP-1R agonist	IL-1B inflam inh	KB-V1 MDR tox	HT1080 IDH1KD tx	D3 ag	D3 antag
CCOC(=O)c1c(C)[nH]c(C(=O)OCC(=O)N(CC(C)C)c2c(N)n(Cc3ccccc3)c(=O)[nH]c2=O)c1C	-1%	-4%	12%	9%	-7	-21%	-2%	8	-6
Cc1cc(C)cc(C(=O)Nc2nc3ccccc3[nH]2)c1	?	-19%	-30%	11%	-9	?	-26%	0	12
O=C(CCSc1ccccn1)Nc1ccc(Br)cc1	3%	-1%	-12%	4%	-22	-23%	-12%	-22	8
CC(C)(O)C#Cc1ccc(CN2CCN(C3CCCCC3)C(CCO)C2)cc1 (stereo not given)	3%	-2%	-2%	3%	2	14%	0%	-8	3
CC(=O)Nc1ccc(NC(=O)c2c(-c3ccccc3Cl)noc2C)cc1	-1%	4%	-2%	0%	28	-1%	6%	3	9
CCC(C(=O)O)N1C(=O)C2CCCCC2C1=O (stereo not given)	-1%	0%	0%	4%	4	20%	8%	12	6
CN1C(=O)c2ccc(NC(=O)c3ccc(N4CCCCC4)c([N+](=O)[O-])c3)cc2C1=O	-11%	3%	-7%	-1%	29	-5%	-5%	-2	-16
CCOc1ccc(CCNC(=O)Cn2nnc(-c3ccccc3)n2)cc1OCC	.	.	15%	-3%	.	?	.	3	.
Cn1c2ccccc2c2c(C(=O)N3CCN(c4ccccn4)CC3)cn(C3CCCC3)c(=O)c21	-7%	-26%	5%	1%	-59*	0%	-16%	0	8
Cn1c(=O)c2cc(NC(=O)NCc3ccc(F)cc3)ccc2n1C/C=C/c1ccccc1	.	?	?	8%	63	6%	?	0	-20
COc1ccc(-c2csc(NC(=O)C3CC(=O)N(Cc4ccccc4)C3)n2)cc1OC (stereo not given)	-4%	-4%	-1%	-4%	-59*	?	-17%	1	13
COc1ccc(NC(=O)COC(=O)C2CCN(C(=O)c3ccc(Cl)cc3)CC2)c([N+](=O)[O-])c1	3%	23%	-1%	8%	6	9%	1%	12	3
CC(C)CCN1C(=O)CCC1(C)C(=O)NC1CCCCCC1 (stereo not given)	1%	17%	3%	-11%	36	18µM*	-23%	9	-13
Cc1c(C2(O)CCCCC2)[nH]c2ccc(C(F)(F)F)cc12	-6%	-23%	?	4%	8	?	-12%	14	0
CSc1ccccc1NC(=O)Cn1c(-c2cscn2)nc2ccccc21	-9%	1%	1%	-1%	1	16µM*	-19%	1	-6
CCN(c1c(C)n(C)n(-c2ccccc2)c1=O)S(C)(=O)=O	?	15%	15%	-6%	-12	8%	16%	2	6
Nc1c(N(Cc2ccco2)C(=O)c2ccc(Br)cc2)c(=O)[nH]c(=O)n1Cc1ccccc1	-3%	-2%	-2%	8%	-7	0%	-1%	3	12
COc1ccc(C(C)(O)c2nc(-c3cncnc3)cs2)cc1 (stereo not given)	.	15%	0%	6%	42	5%	2%	7	2
COc1ccc(C(=O)N/N=C(\C)c2ccccn2)cc1OC	?	-27%	?	-8%	-79*	2.3µM*	10µM*	-4	-54*
COc1ccc(OCC(=O)OCC(=O)N2C(C)CCCC2C)cc1 (stereo not given)	13%	2%[9.24 µM]	14%	-7%	0	24%	4%	0	11
Cc1ccccc1OCC(=O)N/N=C/c1cccc(Oc2ccc([N+](=O)[O-])cc2[N+](=O)[O-])c1	?	-3%	?	8%	-96*	?	-21%	10	20
CCOc1cc(C(=O)N(C)CC(=O)Nc2cccc3ccccc23)ccc1OC	-8%	2%	11%	20%	-14	28%	1%	1	24
O=C(COC(=O)Cc1ccccc1F)NCCc1ccccc1	-2%	2%[9.24 µM]	14%	1%	6	7%	1%	1	-6
Cc1nc(SCC(=O)N2CC(=O)Nc3ccccc32)nc(C)c1C	-10%	12%	5%	4%	16	-17%	8%	-1	12
Cc1csc(Nc2cccc3ccccc23)n1	15%	-5%	6%	23%	0	-25%	1%	-9	4
Carrying on.
SMILES	SW480 rerep	HT1080-NT tox	KB-3-1 tox	GLP-1R agonist	IL-1B inflam inh	KB-V1 MDR tox	HT1080 IDH1KD tx	D3 ag	D3 antag
Fc1cccc(Cl)c1CSc1nnc(-c2ccncc2)o1	-7%	0%	11%	13%	11	?	-7%	-8	-4
CC(C)Cc1nnc(NC(=O)CCC(=O)N2CCN(c3ccc(F)cc3)CC2)s1	-1%	-2%	-4%	-6%	12	-8%	-6%	-3	12
C[C@H](CO)N1C[C@H](C)[C@@H](CN(C)C(=O)Nc2ccccc2)Oc2c(NC(=O)Cc3ccccc3)cccc2C1=O	-1%	4%	7%	1%	6	26%	9%	-11	?
COc1ccccc1N1CCN(C(=O)COc2cc(C)ccc2C)CC1	2%	-3%	-5%	0%	-3	0%	-6%	-9	?
O=C(CN(Cc1ccccc1Cl)C(=O)CNS(=O)(=O)c1ccccc1)NCC1CCCO1 (stereo not given)	-7%	7%	9%	1%	-4	-13%	8%	-35	-8
CNS(=O)(=O)c1cccc(C(=O)OCC(=O)Nc2sc3c(c2C#N)CCCCC3)c1	9%	-20%	0%	17%	63	-8%	-17%	-7	10
COc1cc(NC(=O)c2nn(C)c3c2CS(=O)(=O)c2ccccc2-3)cc(OC)c1	1%	-11%	5%&-17%	-7%&0%	0	-3%&8%	0%	0&1	32
O=C(CSc1ncnc2c1nnn2Cc1ccc(F)cc1)NC1CCCCC1	-4%	28%	-4%	-1%	-11	4%	6%	-6	3
COc1cc(Br)cc(C(=O)N2CCc3ccccc32)c1OC	.	2%	?	12%	-8	?	0%	7	17
COC(=O)c1ccc(Nc2nc3ccc(C)cc3n3cnnc23)cc1	-1%	22%	1%	11%	-1	11%	18%	9	-3
O=C(COC(=O)c1nsc(Cl)c1Cl)NC1CCCCC1	-45%[inhibitor]	24%	1%	4%	15	11%	0%	-6	8
CCc1ccc(NC(=O)Nn2cnnc2)cc1	-2%	23%	11%	8%	-4	0%	7%	4	-5
CCOC(=O)CC1CCCCN1Cc1nc(-c2ccc(F)c(OC)c2)oc1C (stereo not given)	-4%	-1%	3%	20%	-15	-2%	3%	-5	-9
Cn1c(SCC(=O)c2ccc(F)cc2)nnc1-c1ccccn1	?	0%	-4%	9%	.	-19%	12%	21	9
Nc1c(Cl)ncnc1Nc1ccc(C(=O)O)cc1	-4%	-4%	1%	-1%	15	?	2%	1	3
Clc1cccc(CN2CCC(Cc3ccccc3)CC2)c1	-1%	1%	0%	-6%	4	-3%	?	-62	-78*
CC1CCCCC1NC(=O)Cn1cnc2sccc2c1=O (stereo not given)	26%	8%	-1%	1%	-11	1%	2%	-2	15
COc1ccc(N(CCN2C(=O)c3ccccc3C2=O)C(=O)c2cccc([N+](=O)[O-])c2)cc1	-5%	4%	-4%	8%	0	-17%	15%	-9	10
COc1ccc(Cl)cc1S(=O)(=O)N1CCCC(C(=O)NCc2ccccc2)C1 (stereo not given)	21%	-6%	.	6%	11	.	-17%	-6	-29
O=C(COC(=O)c1cc(=O)c2ccccc2o1)NC1CCCCC1	-133%[inhibitor]	19%	6%	-6%	8	29%	1%	19	14
O=C(CN1C(=O)C2CC=CCC2C1=O)N1CCN(c2ccc([N+](=O)[O-])cc2)CC1 (stereo not given)	-9%	-10%	-11%	6%	0	?	-4%	-13	9
CCN1CCOC(=O)C1CC(=O)Nc1ccc(C)c(Cl)c1 (stereo not given)	.	.	2%	-2%	.	?	.	0	.
Cc1ccc(N2C(=O)C(Cl)=C(NCCO)C2=O)c(C)c1	-6%	15%	-1%	-3%	-12	8%	14%	-7	?
CCOC(=O)c1c(C)[nH]c(C(=O)COC(=O)[C@H](C)N2C(=O)C3CCCCC3C2=O)c1C (stereo not given in full)	4%	-6%	?	-4%	3	?	-9%	14	60
O=C(C[C@@H]1C/C=C\C[C@H](NC(=O)OCC2c3ccccc3-c3ccccc32)C(=O)O[C@H](c2ccccc2)CNC1=O)NCCO	5%	0%	-1%	-7%	27	0%	-3%	-9	0
The list goes on.
SMILES	SW480 rerep	HT1080-NT tox	KB-3-1 tox	GLP-1R agonist	IL-1B inflam inh	KB-V1 MDR tox	HT1080 IDH1KD tx	D3 ag	D3 antag
COCCN(Cc1nnc(-c2cccs2)o1)C(=O)c1cccc(S(=O)(=O)N2CCOCC2)c1	-13%	4%	5%	-2%	7	2%	12%	-1	1
CCc1nc(SCC(=O)N2c3ccccc3Sc3ccccc32)c2ccccc2n1	8%	2%	-28%	-14%	?	8.2µM*	9%	-2	13
CCOC(=O)C1=C(C)NC(=O)NC1C1CC=CCC1 (stereo not given)	-1%	17%	-11%	3%	6	-11%	15%	-1	11
CC(C)Cc1ccc(/C(=N/O)C(=O)O)s1	13%	-2%	-4%	1%	-12	-15%	1%	3	15
Cc1cccc(NC(=S)N2CCN(S(C)(=O)=O)CC2)c1	-4%	4%	14%	2%	12	0%	7%	-1	-3
Cc1cccc(C)c1-n1c(SCC(=O)Nc2ccc(C(=O)O)cc2)nnc1-c1cccc(S(=O)(=O)N(C)C)c1	-18%	9%	-2%	0%	0	2%	4%	4	11
Cc1c(-n2cc(C(=O)c3ccccc3O)cc(C#N)c2=O)c(=O)n(-c2ccccc2)n1C	-1%	13%	3%	-5%	17	17%	19%	2	16
Nc1nc(CCl)nc(N(c2ccccc2)c2ccccc2)n1	1.2µM*	?	?	?	-102*	16µM*	2.9µM*	2	0
O=C(CC(C(=O)c1ccccc1)c1ccccc1)c1ccccc1 (stereo not given)	-4%	-9%	-17%	2%	?	?	-26%	12	26

Limited to GLP-1R agonist and HT1080-NT tox, for some of the entries so far:
structure	GLP-1R agonist	HT1080-NT tox
COCCN(Cc1nnc(-c2cccs2)o1)C(=O)c1cccc(S(=O)(=O)N2CCOCC2)c1	-2%	4%
CCc1nc(SCC(=O)N2c3ccccc3Sc3ccccc32)c2ccccc2n1	-14%	2%
CCOC(=O)C1=C(C)NC(=O)NC1C1CC=CCC1 (stereo not given)	3%	17%

Screening data: PubChem, National Center for Advancing Translational Sciences (NCATS)

An unsorted share of the library, and some 12% of all compounds hit somewhere here.
